From PubChem
Tb MetRS inh: T. brucei MetRS inhibitors, primary screen, biochemical, luminescence; inhibition, % at 11.9 µM; hit rate 0.4% among 360,000; AID 624268, 2012; methionyl-tRNA synthetase (Trypanosoma brucei brucei); purified T. brucei MetRS, ATP depletion, Kinase-Glo luminescence;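 active = inhibition above a per-plate cutoff of the control wells' mean inhibition plus 3 SD, cut at about 5.5% in these data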;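 also: 0% = DMSO wells median and 100% = median of wells with control inhibitor compound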
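Test system – parasite MetRS enzyme · Reagent – substrates ATP, L-methionine and bulk Escherichia coli tRNA · Doses – 11.9 µM compound single dose, 0.9% DMSO · Times – 15 min enzyme-compound preincubation, 2 h reaction, 10 min detection, 25 °C · Signal – Kinase-Glo luminescence, ATP depletion format · Controls – DMSO-only wells as low control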
DNMT1 block: human DNMT1 methyltransferase inhibitors, primary screen, biochemical, molecular beacon, fluorescence, HinP1I cleavage, uHTS. DNA (cytosine-5)-methyltransferase 1 (Homo sapiens), P26358. inhibition (reported as % activation of signal), % at 10 µM. hit rate 0.83% among 360,000; in the data active = inhibition above about 50%
Target sequence (P26358 504-1616 limits assumed): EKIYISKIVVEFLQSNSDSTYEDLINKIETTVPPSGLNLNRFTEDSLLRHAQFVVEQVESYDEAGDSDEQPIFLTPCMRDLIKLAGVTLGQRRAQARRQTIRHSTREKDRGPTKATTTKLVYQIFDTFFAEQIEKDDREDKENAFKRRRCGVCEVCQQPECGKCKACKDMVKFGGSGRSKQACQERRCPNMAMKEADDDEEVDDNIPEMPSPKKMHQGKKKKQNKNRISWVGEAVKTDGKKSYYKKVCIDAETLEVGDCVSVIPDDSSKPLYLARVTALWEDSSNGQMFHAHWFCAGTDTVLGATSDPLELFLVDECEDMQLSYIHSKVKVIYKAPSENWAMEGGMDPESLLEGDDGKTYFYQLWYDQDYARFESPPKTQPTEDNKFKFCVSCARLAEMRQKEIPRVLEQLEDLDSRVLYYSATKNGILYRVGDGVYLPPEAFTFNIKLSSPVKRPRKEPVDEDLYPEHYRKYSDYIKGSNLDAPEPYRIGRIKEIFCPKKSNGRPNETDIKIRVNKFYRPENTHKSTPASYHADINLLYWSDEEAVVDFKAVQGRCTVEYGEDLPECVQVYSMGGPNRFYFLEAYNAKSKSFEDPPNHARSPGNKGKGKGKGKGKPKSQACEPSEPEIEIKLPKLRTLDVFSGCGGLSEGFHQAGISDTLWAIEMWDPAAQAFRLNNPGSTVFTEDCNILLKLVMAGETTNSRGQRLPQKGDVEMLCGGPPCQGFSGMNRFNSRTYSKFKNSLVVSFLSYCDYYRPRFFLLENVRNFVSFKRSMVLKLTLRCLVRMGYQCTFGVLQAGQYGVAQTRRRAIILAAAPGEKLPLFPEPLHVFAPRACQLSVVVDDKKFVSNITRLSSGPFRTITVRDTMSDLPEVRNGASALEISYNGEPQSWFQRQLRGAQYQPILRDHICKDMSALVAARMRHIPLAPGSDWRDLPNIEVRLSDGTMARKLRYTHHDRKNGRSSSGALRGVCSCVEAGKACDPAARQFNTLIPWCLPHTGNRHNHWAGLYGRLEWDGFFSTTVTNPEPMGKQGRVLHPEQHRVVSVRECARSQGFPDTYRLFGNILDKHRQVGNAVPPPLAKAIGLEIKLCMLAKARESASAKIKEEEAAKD
bovine MsrA act: bovine MsrA enzyme activators, primary screen, biochemical, absorbance, HTS | Methionine sulfoxide reductase A (Bos taurus) | hit rate 0.3% among 360,000 | purified bovine MsrA, absorbance read-out | activation, % at 10.6 µM; in the data active = activation above about 7.5%;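 also: 0% = vehicle and 100% = reference activator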
E coli Lon inh: inhibitors of E. coli Lon protease, primary screen, biochemical, fluorescence polarization. purified E. coli Lon protease. inhibition, % at 7.94 µM. hit rate 0.42% among 360,000; in the data active = inhibition above about 13%, passing the limit was not always enough;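 also: 0% = enzyme with probe and DMSO and 100% = no enzyme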
STEP block: STEP phosphatase inhibitors, primary screen, biochemical, fluorescence intensity, uHTS; Tyrosine-protein phosphatase non-receptor type 5 (Homo sapiens), P54829; recombinant STEP, OMFP fluorogenic substrate; inhibition, % at 20 µM; hit rate 0.25% among 360,000; AID 588621, 2011;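 active = inhibition at 20 µM, scaled per plate between control wells, above about 37%, limit read from the data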;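 also: 0% = DMSO with enzyme and substrate and 100% = substrate only without enzyme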
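Measure: Control-normalized % inhibition with plate pattern correction | Test system: STEP phosphatase, cell-free reaction | Medium: pH 6.0 Bis-Tris with DTT and Tween 20 | Technique: Fluorescence, 480/540 nm | Times: Reaction 20 min, ambient temperature | Doses: Single compound dose of 20 µM, 1% DMSO final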
SUMO1 PPI mod: modulators of SUMO1 protein-protein interactions, primary screen, biochemical, uHTS; Small ubiquitin-related modifier 1 (Homo sapiens), P63165; SUMO1 binding to a labelled peptide, TR-FRET, 1 h; inhibition, % at 20 µM; hit rate 0.33% among 360,000; AID 602429, 2012; in the data active = inhibition above about 37%
MsrA inhibitor: bovine MsrA enzyme inhibitors, primary screen, biochemical, absorbance, HTS; purified bovine MsrA, absorbance read-out; Methionine sulfoxide reductase A (Bos taurus); inhibition, % at 15.5 µM; hit rate 0.75% among 360,000; in the data active = inhibition above about 4.5%;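 also: 0% = vehicle wells with enzyme and 100% = reference inhibitor wells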
LMPTP inh: LMPTP phosphatase inhibitors, primary screen, biochemical, fluorescence intensity, uHTS; Low molecular weight phosphotyrosine protein phosphatase (Homo sapiens), P24666; recombinant LMPTP-A, OMFP fluorogenic substrate; inhibition, % at 20 µM; hit rate 0.22% among 360,000;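 active = compounds that cut the enzyme signal by at least half of the control window in the single-dose screen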;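 also: plate controls were DMSO wells with enzyme plus substrate for no effect and substrate without enzyme for full effect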
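Test system: LMPTP-A phosphatase enzyme; input: 0.625 nM LMPTP-A final; reagent: OMFP substrate, 400 µM final; compound dosing: 20 µM single dose, 3% DMSO; incubation: 50 min dark incubation at room temperature; measured by: endpoint fluorescence intensity from OMFP dephosphorylation; measure: % inhibition relative to no-enzyme and uninhibited control wells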
Scp-1 inhibitor: Scp-1 phosphatase inhibitors, primary screen, biochemical, colorimetric, uHTS; AID 493091, 2011; Recombinant Scp1, phosphopeptide, malachite green phosphate absorbance; inhibition, % at 20 µM; hit rate 0.88% among 340,000; Carboxy-terminal domain RNA polymerase II polypeptide A small phosphatase 1 (Homo …;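 active = inhibition above about 50% at 20 µM, limit read from the data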;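 also: plate controls were DMSO wells with enzyme for no effect and wells lacking enzyme for full effect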
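Assay system: SCP-1 catalytic fragment, aa 76-261 | Buffer or medium: Tris acetate buffer pH 5.5 with MgCl2 and Tween-20 | Compound: One concentration, 20 µM, with 1.0% DMSO | Also added: Phospho 17-mer peptide substrate | Signal: Absorbance at 630 nm | Incubation: 45 min enzyme reaction at room temperature | Measure: % inhibition of SCP-1 phosphate liberation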
NRP1-CendR mod: modulators of CendR peptide binding to NRP-1, primary screen, biochemical, fluorescence polarization, uHTS | Neuropilin-1 (Homo sapiens), O14786 | FAM-RPARPAR peptide binding to NRP-1 | inhibition, % at 25 µM | hit rate 0.85% among 360,000 | AID 602438, 2012;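 active = inhibition or corrected inhibition above about 18%, plus a signal ratio from 0.5 to 1.5, limit read from the data, passing the limit was not always enough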; also: strong numbers were not always called active
Starred values were filed as active, the others as inactive; · = not tested or not shown.

SMILES	Tb MetRS inh	DNMT1 block	bovine MsrA act	E coli Lon inh	STEP block	SUMO1 PPI mod	MsrA inhibitor	LMPTP inh	Scp-1 inhibitor	NRP1-CendR mod
CCOCCCNS(=O)(=O)c1ccc(OC)c(Cl)c1Cl	-0.8	-1	-4	-10	6	0	-0.2	-2.1	0	-7
COc1cc(C(c2c(C)[nH][nH]c2=O)c2c(C)[nH][nH]c2=O)cc(Cl)c1O	0.1	-6	-2	-9	2	-5	-1.2	0.1	-4	0
O=C(COC(=O)c1ccccc1Nc1ccccc1)c1ccccc1	0.1	-7	-2	7	2	2	1.2	4.7	-18	-12
Cc1cccc(OCCC(=O)NNC(=O)Cn2nc(C)cc2C)c1	-0.2	1	-2	2	-4	3	0.0	-1.4	-2	14
C/C(=N\NC(=O)c1ccc(-c2ccccc2)cc1)c1cccc(N)c1	-0.6	0	-8	-8	3	-1	2.1	-0.3	-6	12
Cc1c(Cc2ccccc2)sc(NC(=O)c2ccco2)c1C(N)=O	-0.3	-7	-5	-27	-6	-6	0.1	2.2	-7	-8
COc1cc(CN2C[C@@H](CO)O[C@@H](n3cnc4c(N5CCOCC5)ncnc43)C2)cc(OC)c1OC	-0.2	1	-2	2	-1	2	0.4	-0.5	·	-8
O=C(N/N=C/c1ccccc1)c1ccc2c(c1)OCO2	0.0	-2	-2	-5	0	-2	1.3	-1.2	-2	3
O=C(Cc1ccc(F)cc1)Nc1ccc(S(=O)(=O)N2CCCCC2)cc1	-1.2	2	-8	-2	-3	4	2.1	0.0	-4	-1
O=Cc1cccn1-c1cccnc1	0.3	1	-2	4	-2	1	-0.8	-1.5	-4	-3
Cn1c(=O)c(C(=O)NCc2ccccc2Cl)c(O)c2ccccc21	-0.6	1	-5	2	4	-6	0.2	0.7	-3	-2
CCOc1cc(S(=O)(=O)NCc2ccco2)c(OCC)cc1-n1cnnn1	0.5	0	-3	-1	-3	3	7.7*	0.0	-5	8
O=C(CN1CCN(c2nc(-c3ccccc3)cs2)CC1)Nc1ccc2c(c1)OCO2	-1.0	-18	-7	-6	-1	-1	-0.3	2.2	-6	-9
CS(=O)(=O)N(CC(=O)N1CCN(c2ccccc2F)CC1)c1cccc(C(F)(F)F)c1	-1.2	11	-4	-2	-1	3	1.1	-0.6	1	-4
CC(C(=O)O)c1ccc(C(=O)c2ccccc2)s1 (stereo unspecified)	-0.8	-2	1	0	-2	-17	1.0	1.0	-1	-2
CC(C)(C)NC(=O)NC(=O)COC(=O)c1c(F)cccc1Cl	-0.7	1	0	11	-3	-1	-0.3	-0.6	-10	14
CN1CCN(C(=O)c2cccc(S(=O)(=O)N3CCCCC3)c2)CC1	-0.2	12	-1	2	-2	9	-0.1	2.0	-8	-13
CCOC(=O)C1CCCN(Cc2cccc(Cl)c2)C1 (stereo unspecified)	-0.3	6	-1	-2	1	2	-1.1	-0.7	-2	14
O=C(O)CCC(=O)N1CCN(Cc2ccc3c(c2)OCO3)CC1	-0.1	7	-12	1	1	-1	1.6	-0.9	46	2
O=S(=O)(NCC[C@@H]1CC[C@H](NS(=O)(=O)c2cccc(F)c2)[C@@H](CO)O1)c1cccc(F)c1	-0.7	·	·	·	·	11	0.0	-1.7	·	-14
Cc1cccc(NC(=S)N=Nc2c(O)n(CN3CCOCC3)c3ccccc23)c1C	0.3	-3	-2	6	3	-11	1.6	1.6	-6	-15
CC(C#N)(Cc1ccccc1)Nc1ccccc1 (stereo unspecified)	0.5	0	-3	0	-1	2	-1.0	-1.8	-5	-5
O=C(/C=C/c1cccc([N+](=O)[O-])c1)OCC1CCCO1 (stereo unspecified)	-0.5	-2	-2	-1	-2	-25	-0.5	0.5	-4	2
O=C(CC(c1ccccc1)c1cc(Br)ccc1O)NCc1ccco1 (stereo unspecified)	-0.3	-20	-2	1	6	11	2.2	0.4	-10	-14
CCCCOC(=O)c1nnc(-c2ccccc2)o1	-0.7	2	3	-6	3	5	0.2	-0.6	-10	4
Cc1ccnc(OC(C(=O)O)C(OCc2ccccc2)(c2ccc(F)cc2)c2ccc(F)cc2)n1 (stereo unspecified)	-0.3	2	-2	-12	1	3	0.5	0.7	-10	12
O=C1OCC2=C1C(c1ccc(F)cc1)Sc1ccccc1N2 (stereo unspecified)	-0.2	-4	-2	0	0	4	0.3	0.0	-4	3
COc1ccccc1C(=O)NCc1ccc2c(c1)OCO2	0.1	1	1	-4	-2	-1	-0.9	-1.2	-3	8
Cc1ccc(C(O)c2nc3ccccc3n2C)cc1 (stereo unspecified)	-1.2	3	-4	-10	-3	8	-0.4	-0.9	-5	4
O=C(COc1cccnc1[N+](=O)[O-])NCc1ccc(F)cc1	-0.4	-1	-1	-5	2	-12	1.3	-0.4	-10	-4

Retrieved one by one from the list above:
SMILES	Tb MetRS inh	DNMT1 block	bovine MsrA act	E coli Lon inh	STEP block	SUMO1 PPI mod	MsrA inhibitor	LMPTP inh	Scp-1 inhibitor	NRP1-CendR mod
O=S(=O)(NCC[C@@H]1CC[C@H](NS(=O)(=O)c2cccc(F)c2)[C@@H](CO)O1)c1cccc(F)c1	-0.7	·	·	·	·	11	0.0	-1.7	·	-14
CN1CCN(C(=O)c2cccc(S(=O)(=O)N3CCCCC3)c2)CC1	-0.2	12	-1	2	-2	9	-0.1	2.0	-8	-13
O=C(CC(c1ccccc1)c1cc(Br)ccc1O)NCc1ccco1 (stereo unspecified)	-0.3	-20	-2	1	6	11	2.2	0.4	-10	-14

New compounds follow.
SMILES	Tb MetRS inh	DNMT1 block	bovine MsrA act	E coli Lon inh	STEP block	SUMO1 PPI mod	MsrA inhibitor	LMPTP inh	Scp-1 inhibitor	NRP1-CendR mod
Cc1ccccc1NC(=O)c1ccccc1NC(=O)CCC(=O)O	-0.3	5	-1	-1	2	-6	0.1	-0.7	2	-4
CCOC(=O)C1=C(C)N(CCCC(=O)O)C(=O)NC1c1ccccc1OS(=O)(=O)c1ccc(C)cc1 (stereo unspecified)	-0.1	10	0	-8	2	6	·	-1.9	-2	-6
COc1ccc(-n2c(=S)[nH]c3c(sc(=S)n3-c3ccccc3)c2=O)c(OC)c1	0.2	-2	-3	16	8	6	2.9	2.4	-3	-6
O=C(CSc1n[nH]c(-c2ccccn2)n1)Nc1ccccc1F	-0.7	0	-7	-7	2	-2	0.7	0.5	4	-2
CCC1C/C(=C/c2cccs2)C(=O)/C(=C/c2cccs2)C1 (stereo unspecified)	-0.4	13	-1	-26	0	-2	1.8	3.4	-8	-6
CN(C(=O)COC(=O)Cc1ccc(Cl)cc1)C1CCCCC1	-0.4	2	-12	-14	-7	2	0.7	-0.3	-4	-6
CC(C)(C)C(=O)NC(=S)NNC(=O)c1ccc(Cl)cc1Cl	-0.5	-3	-1	3	1	4	1.7	-3.3	-9	-2
Cc1cc(C(=O)NNC(=S)NCc2ccccc2)cs1	0.2	-5	0	5	0	-1	0.8	-0.3	-8	2
CCCCCCC(C)n1cc(C(C)=O)c(=O)n(C)c1=O (stereo unspecified)	-0.4	1	-2	-3	-1	-3	0.4	-1.7	-5	7
CCc1ccc(OCC(=O)Nc2ccc(N3CCN(C(=O)c4ccccc4)CC3)cc2)cc1	-0.5	-4	-1	-17	1	7	0.1	0.5	1	-6
COc1ccccc1NS(=O)(=O)c1cc2c3c(c1)CCN3C(=O)CC2	-0.3	84*	-14	-1	3	2	0.5	0.1	2	7
COc1ccc(C(=O)Nn2c(C3CCC3)nc3ccccc3c2=O)c(OC)c1	0.4	0	-2	-4	3	8	0.1	-1.2	-3	-12
Cc1ccccc1CN1CCN(C2CCC2)CC1CCO (stereo unspecified)	-0.3	1	-3	-3	-3	4	-1.0	-1.0	-10	8
Cc1ccc(NC(=O)CCN2CCCCC2)cc1	-0.3	2	0	4	-1	30	-0.1	-1.0	-3	6
O=C(COc1ccc(Cl)cc1Cl)NC1CCSC1=O (stereo unspecified)	1.7	1	-1	1	-8	2	-0.2	-1.5	-6	11
CC1CCCC(C)N1C(=O)Cn1nnc(-c2ccc([N+](=O)[O-])cc2)n1 (stereo unspecified)	-0.5	2	-1	-6	0	-34	0.8	-0.6	-9	15
CCC(=O)Nc1cccc(-c2nnc(SCC(=O)c3ccccc3)n2C)c1	-1.1	6	-8	-4	2	-2	0.5	-0.2	7	-1
COC(=O)c1cnc(N)s1	-0.2	5	-3	-2	1	8	-0.2	-1.5	2	8
COCC(C)n1c(SCC(=O)NC2CCCCC2C)nc2ccccc2c1=O (stereo unspecified)	-0.2	2	-7	-5	-1	5	-1.1	-0.9	-4	3
O=C(CCCc1ccccc1)N1CCc2ccccc21	-1.0	-4	-5	1	2	1	-0.6	-0.4	0	8
CCOc1ccc(NC(=O)C2CCN(S(=O)(=O)c3cccnc3)CC2)cc1	0.4	4	1	1	1	-2	0.0	-1.4	-4	-2
NC(=O)COC(=O)c1cccc(NS(=O)(=O)/C=C/c2ccccc2)c1	-0.7	1	-2	-22	3	4	-0.4	-1.1	-9	17
COc1ccc(Cc2c(-c3ccccc3)nc3ccc(Cl)cn23)c(C)c1	-0.6	-9	3	-20	3	2	-1.5	-1.0	·	-29
COc1ccc([C@H]2C[C@H](O)[C@@H](n3cc(COC(=O)c4ccccc4)nn3)CN2C(=O)C2CCCCC2)cc1	0.0	-4	1	-1	0	4	-0.4	0.5	·	7
CC(C)Cc1ccc(S(=O)(=O)Nc2ccccn2)cc1	-0.3	22	0	8	2	-7	2.6	-1.2	-5	5
CCOC(=O)C(=CNNc1ccsc1C(=O)OC)C(=O)OCC	0.7	0	-2	-3	0	2	-1.3	0.4	-4	-1
NC(=O)C[C@@H]1NC(=O)[C@H](CCC(=O)O)NC(=O)c2cc([N+](=O)[O-])cc(I)c2OCC[C@@H](C(N)=O)NC1=O	-0.2	5	1	-11	-1	-3	·	-2.6	14	-23
Cc1[nH]c(=O)[nH]c(=O)c1S(=O)(=O)Nc1ccc(Br)cc1F	-0.5	0	-3	0	-1	-2	-1.3	-0.4	-10	-2
CC1CCC(NC(=O)CN2C(=O)C3CC=CCC3C2=O)CC1 (stereo unspecified)	0.0	4	0	-6	1	-2	-0.8	-0.2	3	0
